All columns: NCI-60 one-dose screen, growth in % after 48 h at 10 µM unless noted; 100 = growth as untreated, 0 = no growth, -100 = all killed.
OVCAR-8 = OVCAR-8 ovarian cancer. actives 4.4% (n = 81,000). AID 1794782
PC-3 = PC-3 prostate cancer cells; actives 3.9% (n = 80,000)
OVCAR-5 = OVCAR-5 ovarian cancer; actives 2.9% (n = 82,000)
OVCAR-3 = OVCAR-3 ovarian cancer | actives 7% (n = 79,000) | AID 1794787
SK-OV-3 = SK-OV-3 ovarian cancer cells; actives 3.2% (n = 80,000); AID 1794785
OVCAR-4 = OVCAR-4 ovarian cancer cells | actives 3.7% (n = 80,000) | AID 1794784
DU-145 = DU-145 prostate cancer; AID 1794760; actives 4.2% (n = 81,000)
U251 = U251 CNS tumor cells | actives 5.4% (n = 80,000)
SF-295 = SF-295 CNS cancer cells; actives 5.6% (n = 79,000)
* hit, by the source's call; . = no result given; & = joins results of further samples; [ ] = remark or other dose. Rule for the calls: active = growth percent below 10; inactive = the rest. Rows are unselected; overall some 11% were active at least once.

SMILES	OVCAR-8	PC-3	OVCAR-5	OVCAR-3	SK-OV-3	OVCAR-4	DU-145	U251	SF-295
CCC(=O)[C@H](C)[C@@H](O)[C@H](C)[C@H]1OC(CC)=C(C)C(=O)[C@@H]1C	115	91	83	94	139	131	97	98	65
CC1(C)CC(=O)C2=C(C1)Nc1c(C#N)c(N)[nH]c(=O)c1C2c1ccccc1 (stereo not given)	84	103	105	110	82	112	109	99	96
CNc1nnnn1Cc1ccccc1	106	106	107	111	113	103	121	100	92
CC(=O)Nc1ccc2nc3ccc(NC(C)=O)cc3[n+](-c3ccccc3)c2c1	94	104	113	49	.	86	117	109	121
Cc1ccc(S(=O)(=O)Nc2ccc(-c3cnc(N)[nH]3)cc2)cc1	91	83	95	.	99	96	100	86	97
CCCCNC(=O)NS(=O)(=O)c1ccc(N2N=C(c3ccc(F)cc3)CCC2=O)cc1	95	99	105	103	104	100	102	95	101
Cc1ccnc2nc(C(=O)OCC(=O)Nc3ccc(-c4ccccc4)cc3)nn12	102	102	96	112	116	95	109	101	93
COc1ccc(-c2nnc(SCC(=O)Nc3ccc(C(=O)/C=C/c4cc(OC)c(OC)c(OC)c4)cc3)o2)cc1	77	100	98	61	112	85	51	64	95
OB(O)c1ccccc1	105	101	108	114	.	115	111	101	98
Oc1c(I)cc(Cl)c2cccnc12	38	41	85	23	76	29	72	33	20
C=C1c2c(-c3ccccc3)nn(-c3ccccc3)c2N(C)C23C[C@H]1C1(C)c4c(-c5ccccc5)nn(-c5ccccc5)c4N(C)C(C)(C[C@H]12)C3 (stereo not given in full)	106	94	100	112	119	103	114	107	67
C/C1=C\CC[C@@]2(C)O[C@@H]2C[C@H]2C(CSc3ccccc3)C(=O)O[C@H]2[C@H](O)[C@@H](C)CCC1 (stereo not given in full)	91	116	114	113	106	104	97	110	87
O=S(=O)(Nc1ccc(I)cc1)c1ccc(-c2cnc(C3CC3)o2)cc1	71	61	86	37	80	72	83	57	43
Cc1oc2nc[nH]c(=O)c2c1C(=O)/C=C/c1cc(O)cc2ccccc12	99	95	101	113	96	102	111	104	101
COc1ccc(/C=N/C2=C(C#N)C(c3ccco3)c3ccc4ccccc4c3O2)cc1 (stereo not given)	100	97	107	100	89	114	109	103	109
CN(C)CCNC(=O)Cn1c2c(c3c(O)cccc31)C(=O)c1ccccc1-2	105	80	95	114	104	99	101	98	115
O=S(=O)(O)SCC1=NCCN1	100	93	99	108	100	102	107	99	103
S=C1C=C(S)C2C=CC=CC2N1 (stereo not given)	102	93	104	113	106	109	107	102	101
COc1ccc(OC)c(/C=C2\Oc3cc(OCCCN4CCCC4)ccc3C2=O)c1	78	83	82	91	110	87	80	74	97
O=C(O)CCC1(CCC(=O)O)CCCC(CCC(=O)O)(CCC(=O)O)C1=O	.	102	103	113	103	105	118	105	116
Nc1cccc2c1C(=O)c1cccc(Cl)c1C2=O	98	94	89	115	104	92	100	88	103
NCC(=O)NC(Cc1ccccc1)C(=O)O (stereo not given)	98	97	110	105	116	105	105	100	101
NCC1CC2c3ccccc3C1c1ccccc12 (stereo not given)	98	91	94	112	109	111	108	98	102
CCCCCCCCCCCCCCCCCC1=NC(C)CC(C)(C)O1 (stereo not given)	103	97	104	104	105	116	108	116	.
C=CCc1cc(OC)ccc1O	98	85	94	110	102	85	108	94	95

Full records as entered above. Values in the order: OVCAR-8, PC-3, OVCAR-5, OVCAR-3, SK-OV-3, OVCAR-4, DU-145, U251, SF-295
NCC1CC2c3ccccc3C1c1ccccc12 (stereo not given) is listed as 98, 91, 94, 112, 109, 111, 108, 98, 102
C=CCc1cc(OC)ccc1O is listed as 98, 85, 94, 110, 102, 85, 108, 94, 95
C/C1=C\CC[C@@]2(C)O[C@@H]2C[C@H]2C(CSc3ccccc3)C(=O)O[C@H]2[C@H](O)[C@@H](C)CCC1 (stereo not given in full) is listed as 91, 116, 114, 113, 106, 104, 97, 110, 87

Returning to the listing with the four entries that preceded the break.
SMILES	OVCAR-8	PC-3	OVCAR-5	OVCAR-3	SK-OV-3	OVCAR-4	DU-145	U251	SF-295
NCC(=O)NC(Cc1ccccc1)C(=O)O (stereo not given)	98	97	110	105	116	105	105	100	101
NCC1CC2c3ccccc3C1c1ccccc12 (stereo not given)	98	91	94	112	109	111	108	98	102
CCCCCCCCCCCCCCCCCC1=NC(C)CC(C)(C)O1 (stereo not given)	103	97	104	104	105	116	108	116	.
C=CCc1cc(OC)ccc1O	98	85	94	110	102	85	108	94	95
Nc1ccccc1-c1ccc(Cl)cc1	98	92	82	107	107	93	92	82	79
CNC(=O)c1cc(Oc2ccc(NC(=O)Nc3ccc(Cl)c(OC4CC4)c3)c(F)c2)ccn1	83	58	83	67	86	65	84	81	45
Nc1ccc(S(=O)(=O)O)cc1	100&105	105&91	106&92	110&105	105&104	110&124	96&108	99&98	115&111
CC1C(O)CCC2C1(C)CCC1C2(C)CCC2(C)C3CC(C)(C)CCC3(C)CCC12C (stereo not given)	105	90	95	119	107	123	112	99	101
CCCCC(O)(CCCC)C(C)(C)C	100	92	92	82	96	105	104	94	95
C=CCCCCCCCCCOC(C)=O	.	95	103	103	104	103	102	.	105
CCCCCCNC(=O)C(C)O (stereo not given)	105	96	102	114	113	111	107	102	101
NC1=NC(=O)/C(=C/c2ccccc2)S1	107	104	108	117	114	101	117	102	107
O=C(Nc1c(F)cccc1F)c1cc2cc(Nc3nc(-c4ccccc4)nc4ccccc34)ccc2oc1=O	87	92	115	103	113	92	106	82	107
[N-]=[N+]=Nc1nc(NC2CCCC2)nc(-c2ccc(C(F)(F)F)cc2)n1	88	76	71	100	99	88	99	85	.
c1ncc2[nH]cnc2n1	96	86	97	110	91	110	97	103	116
COc1ccc(-c2cc(-c3cccnc3)nc(OCc3nnc(-c4ccc(Cl)cc4)o3)c2C#N)cc1OC	104	85	131	101	102	121	109	98	108
COc1cc(C(=O)/C=C/c2sc(Cl)nc2Cl)cc(OC)c1OC	34	51	77	-95*	98	57	44	6.7*	93
O=C1CSC(=S)N1Cc1ccccc1	101&99	96&98	95&109	102&133	113&110	98&108	107&118	97&118	114&98
CCCCOCCOCCOC(=O)COc1ccc(OC)cc1	106	99	105	103	103	105	105	112	103
Cc1ccc(C(=O)C[n+]2ccn(CC(=O)Nc3cccc4cccnc34)c2)cc1	97	83	89	63	100	44	92	93	104
CCOC(=O)C1(C(=O)OCC)NC(=O)CC1C(C)C (stereo not given)	109	.	99	104	110	.	114	106	96
COc1ccc(/C=C/C(=O)c2cc(OC)c(OC)c(OC)c2)cc1OCc1cn(Cc2ccc(F)cc2)nn1	15	35	50	22	77	43	59	19	68
Clc1ccc(C2CCN(Cc3ccccc3)CCO2)cc1 (stereo not given)	103	98	95	113	115	112	115	93	.
COc1ccc(-c2cnc3sc4c(-c5ccc(Br)cc5)n[nH]c(=O)c4n23)cc1	98	88	110	93	96	98	103	94	99
Nc1ncc2c(n1)-c1cn(Cc3ccccc3)cc1CC2	107	.	98	146	105	96	136	107	98
CCC=Nc1c(O)cc(-c2ccccc2)n(C)c1=O	112	98	94	100	95	99	107	93	87
O[C@H]1CO[C@H]2[C@@H]1OC[C@@H]2Oc1ccc(Nc2ncc(F)c(Nc3ccc(O[C@H]4CO[C@H]5[C@@H]4OC[C@@H]5O)c(Cl)c3)n2)cc1Cl	108	95	99	114	126	104	110	102	92
O=S(=O)(O)c1cccc(/C(=N\Nc2ccccn2)c2ccccn2)c1	100	85	86	120	117	103	122	91	96
Cc1ccc(C2=Nc3ccc(Cl)cc3C3=NCC(=O)NN23)cc1	91	98	98	118	99	97	115	100	85

Taken from above:
`CC1C(O)CCC2C1(C)CCC1C2(C)CCC2(C)C3CC(C)(C)CCC3(C)CCC12C` (stereo not given) in DU-145 is listed with 112
`[N-]=[N+]=Nc1nc(NC2CCCC2)nc(-c2ccc(C(F)(F)F)cc2)n1` in OVCAR-5 is listed with 71
`Nc1ncc2c(n1)-c1cn(Cc3ccccc3)cc1CC2` in SF-295 is listed with 98

Next results.
SMILES	OVCAR-8	PC-3	OVCAR-5	OVCAR-3	SK-OV-3	OVCAR-4	DU-145	U251	SF-295
O=C(O)C(c1ccccc1)C(O)(CCl)c1ccccc1 (stereo not given)	98	95	105	117	115	101	115	.	108
COc1ccc(-c2nnc(Nc3ccc(C)cc3C)o2)cc1	82	58	54	76	.	63	75	60	78
O=C(O)C1CCCCC1	98	92	108	113	116	99	114	96	96
COc1ccc(-c2nc(SCCC(C)C)nc(N/N=C(/C)c3cccc(OC)c3)c2C#N)cc1	88	86	81	97	95	102	95	94	111
N#Cc1c(Nc2ccccc2)n[nH]c1-c1ccc(F)cc1	101	89	90	68	86	80	82	86	116
CC(=O)NNC(=S)OC1CCCCC1	114	89	94	101	104	112	112	102	93
COc1ccc(OC)c(/C=C2\COc3ccc(O)c(O)c3C2=O)c1	25	27	32	1.2*	45	27	3.9*	19	78
ClCc1ccc(-c2ccc(CCl)cc2)cc1	84	81	107	87	106	85	104	64	102
O=C(CCl)Nc1ccc2c(c1)C(=O)c1ccc(NC(=O)CCl)cc1C2=O	-23*	-22*	.	-93*	-9.7*	-43*	-56*	-89*	-23*
Clc1ncc(Br)c(Cl)n1	122	103	99	106	105	98	110	103	81
c1ccc(-c2nc3ccccc3nc2-c2ccc(Sc3ccc(-c4nc5ccccc5nc4-c4ccccc4)cc3)cc2)cc1	94	88	101	120	109	100	113	113	.
CCC#CC[C@H](O)C/C=C1/C(=O)C=C[C@@H]1C/C=C\CCCC(=O)O	99	105	140	101	103	81	103	99	107
C1CC[N+]2(CC1)CC[N+]1(CCCCC1)CC2	100	100	95	124	107	97	115	99	108
NC1=NC(c2ccc(Cl)cc2)N=C(Nc2nn[nH]n2)N1 (stereo not given)	99	95	105	129	110	98	111	95	99
Cc1nn(-c2ccccc2)c2nc(N3CCN(C)CC3)c(C#N)cc12	94	75	103	87	83	92	94	93	.
CCCC(=O)c1ccc([N+](=O)[O-])o1	104	72	95	107	88	101	107	82	101
O=C(/C=C/c1cccc(Nc2ccnc3cc(Cl)ccc23)c1)c1ccc(Cl)cc1	45	63	60	57	77	46	60	50	40
COc1ccc(OCC(O)CN2CCN(c3ccccc3Cl)CC2)cc1 (stereo not given)	97	116	92	91	119	95	105	96	97
O=C(CCc1nc2c(=O)[nH]c(=S)[nH]c2[nH]c1=O)NC(Cc1ccccc1)C(=O)O (stereo not given)	105	98	104	110	108	99	107	107	97
CCSc1oc(-c2ccccc2)nc1S(=O)(=O)c1ccccc1	108	90	103	89	100	87	99	101	87
COc1ccc(C(=S)N2CCN(c3ccc(C)cc3)CC2)cc1OC	98	96	105	115	110	110	113	101	109
Cc1cc(C)nc(NS(=O)(=O)c2ccc(Nc3nc4nc(Nc5cccc(O)c5)nc(-c5ccc(O)cc5)c4c(=O)[nH]3)cc2)n1	115	81	117	113	101	99	129	94	99
COc1cnc(NS(=O)(=O)c2ccc(N)cc2)nc1	104	97	.	116	107	108	111	98	93
CCOC(Nc1ccc(C(=O)O)cc1)C(=O)c1ccc(-c2ccccc2)cc1 (stereo not given)	98	107	101	111	121	142	118	106	95
CC(=O)[C@@]1(O)CC[C@H]2[C@@H]3CC[C@@H]4CC(=O)CC[C@]4(C)[C@H]3[C@@H](O)C[C@@]21C	101	86	92	109	83	111	111	95	92

Further compounds follow.
SMILES	OVCAR-8	PC-3	OVCAR-5	OVCAR-3	SK-OV-3	OVCAR-4	DU-145	U251	SF-295
CCSCC1CC(O)(c2ccccc2)C(c2ccccc2)C(c2ccc(F)cc2)O1 (stereo not given)	1.9*	-21*	-2.5*	-63*	7.0*	-9.0*	3.1*	-12*	-22*
Nc1nnc(-c2ccccc2O)cc1N1CCN(C(=O)CCOCCOc2cccc3c2C(=O)N(C2CCC(=O)NC2=O)C3=O)CC1 (stereo not given)	102[1 µM]	102[1 µM]	92[1 µM]	113[1 µM]	109[1 µM]	111[1 µM]	108[1 µM]	101[1 µM]	101[1 µM]
CN1C(=O)[C@@]2(Oc3ccccc3[C@H]3CC(c4ccc(Br)cc4)=NN32)c2ccccc21	111	104	117	114	109	108	108	108	98
CC(C)(C)NC(=S)NC(C)(C)C	97	98	85	114	100	101	119	101	112
Nc1c(C(=O)O)ccc2c1C(=O)c1ccccc1C2=O	99&110	86&86	97&105	94&104	96&99	107&95	102&113	105&103	99&95
NS(=O)(=O)c1ccc(-n2nc(-c3ccc(C4CCCCC4)cc3)ccc2=O)cc1	102	98	84	113	105	.	105	.	95
O=C(OCc1ccc2c(Cl)cc(Cl)c(O)c2n1)c1cc2cc(F)ccc2[nH]1	30	37	82	22	66	29	58	23	32
COc1cc2nc3cc([N+](=O)[O-])ccc3c(NCCNCC(C)O)c2cc1OC (stereo not given)	-8.2*	-39*	5.1*	-36*	21	-32*	-7.4*	-25*	17
COc1ccc(CNc2ccc3nc(NC(=O)CN4CCCCCC4)sc3c2)cc1	88	66	96	101	103	62	99	85	84
NS(=O)(=O)c1ccc(-n2nccc2-c2cc3cc(Br)ccc3oc2=O)cc1	105	104	102	103	108	99	102	96	109
CCN1CCOCC1	107	115	109	117	106	113	109	108	111
CC(=O)NC(CCC(=O)c1ccccc1)C(=O)O (stereo not given)	101	80	98	107	88	100	107	88	101
COc1cccc(C(=O)NNc2nc(N3CCOCC3)nc(N3CCN(C(c4ccccc4)c4ccccc4)CC3)n2)c1	83	55	94	75	74	73	87	85	87
COc1ccc2oc(=O)cc(-c3cc(-c4cc5ccccc5oc4=O)nc(N)c3C#N)c2c1	104	88	102	98	100	102	108	95	97
CC(=O)Nc1nc(C)c(CCCOc2ccc([N+](=O)[O-])cc2)c(=O)[nH]1	88	103	86	107	93	103	119	103	.
O=C(Nc1nccnc1OCc1ccc(F)cc1)Nc1cccc2ccccc12	84	85	102	110	89	71	106	108	95

Compound activity (PubChem BioAssay)
